Assay outcomes deposited in PubChem BioAssay by National Center for Advancing Translational Sciences (NCATS).
SMN2 splice enh: SMN2 splice variant enhancement | Potency, µM (highest dose often 46.1 µM), for the others: top-dose activity change, positive = activation, actives largely listed as activators | 210,000 tested, 2.8% active | HEK293 SMN2-luciferase splicing reporter, luminescence, 30-36 h | AID 1458; also: % of control where 0% means no effect; nearly all actives have a fitted effect of over 55% in size
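qHTS luciferase splicing reporter: luminescence rises when SMN2 exon 7 is included in transfected HEK293 cells. Compound exposure lasted 30-36 h at 37C, with 4.5 mM final sodium butyrate as control, followed by a ONE-Glo read.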
Tau fibril FP: inhibitors of human tau fibril formation; K18 P301L tau heparin fibrillization, Alexa594 FP, 6 h; AID 1468; Potency, µM (highest dose often 57.7 µM), for the others: top-dose activity, negative = inhibition, most hits filed as inhibitors; 280,000 tested, 0.39% active; also: % is scaled to controls: 0 for no effect and ±100 for the full control effect; nearly all actives have a fitted effect of over 55% in size
Target sequence (P10636 561-689 P618L limits assumed): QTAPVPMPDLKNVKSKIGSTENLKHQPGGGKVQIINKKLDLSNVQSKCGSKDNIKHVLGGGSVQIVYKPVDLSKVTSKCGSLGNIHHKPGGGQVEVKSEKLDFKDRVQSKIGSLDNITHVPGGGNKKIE
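K18 P301L tau (15 uM unlabeled/0.24 uM Alexa 594-labeled, final) + compound + heparin 20 uM final; 100 mM NaOAc pH 7; 6 hr 37 C; ThT 30 uM final added, 1 hr RT; FP ex 555/em 632 nm.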
HTT ATP protect: Huntington cell model cytoprotection by ATP luminescence; PC12 HTT-Q103 induced, cytoprotection, ATP luminescence, 40 h; 230,000 tested, 0.14% active; Potency, µM (doses to about 56.4 µM), for inactives: cytoprotection (ATP increase), usual class: activators;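 also: % of control where 0% means no effect; nearly all actives have a fitted effect of over 45% in size; toxic huntingtin expression switched on by the ecdysone agonist tebufenozide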
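PC12 cells with ecdysone-inducible HTT exon 1 Q103-GFP, induced with 100 nM tebufenozide and co-treated with library compounds in a dose series (1536-well, 1500 cells/well). Cytoprotection read as ATP content by ATPlite luminescence.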
ALDH1A1 block: inhibitors of human aldehyde dehydrogenase 1A1. P00352. Purified ALDH1A1, NADH fluorescence, propionaldehyde substrate. Potency, µM (series often up to 75.3 µM), for inactives: at the highest dose activity, negative = inhibition, most hits filed as inhibitors. 220,000 tested, 7.3% active. AID 1030; active = well fitted inhibition curve with a large enough effect, not every such curve was filed as active; inconclusive = small, poorly fitted or top-dose-only effect, or another doubt; inactive = no such curve, though single readings can be large or run the other way;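 also: plate controls were no enzyme wells and a reference inhibitor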
Target sequence (P00352 whole entry, looked up): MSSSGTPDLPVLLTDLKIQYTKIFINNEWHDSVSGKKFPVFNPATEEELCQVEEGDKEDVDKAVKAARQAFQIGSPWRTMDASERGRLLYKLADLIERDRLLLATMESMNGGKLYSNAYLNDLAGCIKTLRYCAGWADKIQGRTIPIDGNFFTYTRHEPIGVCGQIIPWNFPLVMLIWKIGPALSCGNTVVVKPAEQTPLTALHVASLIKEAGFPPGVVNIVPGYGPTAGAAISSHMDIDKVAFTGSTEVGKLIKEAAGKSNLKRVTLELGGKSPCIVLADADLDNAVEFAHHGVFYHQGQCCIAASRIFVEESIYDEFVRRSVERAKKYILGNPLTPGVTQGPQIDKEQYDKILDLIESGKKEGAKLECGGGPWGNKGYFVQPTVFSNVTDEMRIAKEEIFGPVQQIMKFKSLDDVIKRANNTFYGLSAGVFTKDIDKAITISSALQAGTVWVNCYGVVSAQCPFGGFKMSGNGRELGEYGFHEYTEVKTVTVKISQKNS
Tau fluor counter: counter-screen for tau fibril formation inhibitors; 280,000 tested, 0.93% active; tau K18 P301L Alexa594 fluorescence, heparin fibrillization; Potency, µM (doses to about 57.7 µM), inactives show at the top dose activity change, negative = decrease; also: % is scaled to controls: 0 for no effect and ±100 for the full control effect; nearly all actives have a fitted effect of over 55% in size
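Human K18 P301L tau (15 uM unlabeled plus 0.24 uM Alexa 594-labeled, final) in 100 mM sodium acetate pH 7 was mixed with compound and 20 uM heparin and incubated 6 hr at 37 C.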
HTT aggregate: mutant huntingtin aggregation inhibition; Potency, µM (doses to about 46.1 µM), inactives show at the highest dose activity change, negative = inhibition, usual class: inhibitors; 220,000 tested, 1.1% active; PC12 HttQ103-GFP aggregates, Acumen cytometry, 40 h; also: % is scaled to controls: 0 for no effect and ±100 for the full control effect; nearly all actives have a fitted effect of over 60% in size
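PC12 cells with ecdysone-inducible HTT exon1 Q103-GFP, induced by 100 nM tebufenozide, given compounds in a concentration series. GFP aggregates (1–25 um, 6 SD above background) counted in lysates by laser-scanning cytometry, 488 nm excitation.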
KDM4E inh: JMJD2E (human) inhibition | B2RXH2 | JMJD2E catalytic domain, FDH-coupled NADH fluorescence (FDH is formaldehyde dehydrogenase) | Potency, µM (highest dose often 57.1 µM), inactives show top-dose activity change, negative = inhibition, most hits filed as inhibitors | 230,000 tested, 1.6% active | AID 2147; active = well fitted inhibition curve with a large enough effect, not every such curve was filed as active; inconclusive = small, poorly fitted or top-dose-only effect, or another doubt; inactive = no such curve, though single readings can be large or run the other way;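 also: 0% = wells with enzyme and -100% = buffer wells without enzyme; nearly all actives have a fitted effect of over 50% in size; many of its hits are not listed in these tables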
Target sequence (B2RXH2 1-337 limits assumed): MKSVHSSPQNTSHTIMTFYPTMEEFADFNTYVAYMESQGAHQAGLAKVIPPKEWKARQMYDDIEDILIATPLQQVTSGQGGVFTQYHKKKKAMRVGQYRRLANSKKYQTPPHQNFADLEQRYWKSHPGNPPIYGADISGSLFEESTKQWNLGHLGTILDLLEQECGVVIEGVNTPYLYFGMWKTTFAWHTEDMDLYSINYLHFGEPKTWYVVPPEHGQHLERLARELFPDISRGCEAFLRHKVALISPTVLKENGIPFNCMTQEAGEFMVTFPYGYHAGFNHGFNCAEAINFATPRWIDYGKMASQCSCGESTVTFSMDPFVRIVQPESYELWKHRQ
Tau ThT inhib: blocks human tau fibril formation measured by thioflavin T. recombinant tau K18 P301L (four-repeat tau fragment), heparin-induced fibrillization, ThT fluorescence. P10636. 270,000 tested, 2.1% active. Potency, µM (top dose mostly 57.4 µM), inactives show at the highest dose activity, negative = inhibition, most hits filed as inhibitors; also: % is scaled to controls: 0 for no effect and ±100 for the full control effect; nearly all actives have a fitted effect of over 55% in size
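Tau K18 P301L fragment (15 uM unlabeled plus 0.24 uM Alexa 594-labeled) in 100 mM sodium acetate pH 7 with compound, fibrillization induced by 20 uM heparin for 6 hr at 37 C. Thioflavin T (30 uM) added, fluorescence read after 1 hr (ex 450, em 510 nm).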
* hit, by the source's call; ? = inconclusive; . = not tested or not shown; & = joins results of further samples; [ ] = another dose, or the depositor's remark. Unless noted, calls follow the shape of the dose curve; as a rule, active = well fitted curve in the direction sought with a large enough effect; inconclusive = small, poorly fitted or top-dose-only effect, or another doubt; inactive = no such curve, though single readings can be large; an effect the other way counts as inactive or inconclusive. Potency is read from the fitted curve at half-maximal effect. Not all compounds are listed. The share of hits here may be higher or lower than overall.

Preview:
The line under a structure holds: SMN2 splice enh	Tau fibril FP	HTT ATP protect	ALDH1A1 block	Tau fluor counter	HTT aggregate	KDM4E inh	Tau ThT inhib
- CCOC(=O)c1ccc(NC(=O)CN2C(=O)NC3(CCCCCC3)C2=O)cc1
  -18%	0%	-40%	-10%	-8%	?	-6%	-3%
- CC(C)NC(=O)N1CCCN(c2nc3ccc(Cl)cc3s2)CC1
  .	0%	14%[10 µM]	10%	-2%	21%[9.22 µM]	8%	-16%
- CNc1nc(Oc2ccccc2C(=O)OC)nc(SC)n1
  29%	0%	1%	4%	4%	-6%	3%	-3%
- CCCCCC(=O)N1CC2(CC(c3cccc(NC(=O)CC)c3)=NO2)C[C@H]1C(N)=O (stereo partly specified)
  .	1%	9%[10 µM]	.	3%	-8%[9.22 µM]	-1%	2%
- CC(=O)NC(CCS(C)(=O)=O)C(=O)Nc1nccs1 (stereo unspecified)
  9%	3%	1%	?	-5%	16%	-8%	-15%
- COc1ccccc1CNC(=O)Cn1ncc2c(C)n(Cc3ccccc3Cl)c(C)c2c1=O
  -15%	-2%	.	.	-7%	.	.	?
- c1ccc(-c2nnc3n2NC(c2ccc4c(c2)OCO4)S3)cc1 (stereo unspecified)
  -19%	6%	21%[10 µM]	?	-17%	-11%	1%	-5%
- CC(C)CCC(CCN1CCCC1)c1ccc2c(c1)OCO2 (stereo unspecified)
  .	5%	-22%[10 µM]	?	-10%	-3%[9.22 µM]	?	-15%
- CCCc1sc(N/N=C/c2ccccn2)nc1-c1ccc(Br)cc1
  -94%[inhibitor]	2%	-18%[10 µM]	2%	?	?	?	?

All compounds of this part, previewed entries included:
The line under a structure holds: SMN2 splice enh	Tau fibril FP	HTT ATP protect	ALDH1A1 block	Tau fluor counter	HTT aggregate	KDM4E inh	Tau ThT inhib
- CCOC(=O)c1ccc(NC(=O)CN2C(=O)NC3(CCCCCC3)C2=O)cc1
  -18%	0%	-40%	-10%	-8%	?	-6%	-3%
- CC(C)NC(=O)N1CCCN(c2nc3ccc(Cl)cc3s2)CC1
  .	0%	14%[10 µM]	10%	-2%	21%[9.22 µM]	8%	-16%
- CNc1nc(Oc2ccccc2C(=O)OC)nc(SC)n1
  29%	0%	1%	4%	4%	-6%	3%	-3%
- CCCCCC(=O)N1CC2(CC(c3cccc(NC(=O)CC)c3)=NO2)C[C@H]1C(N)=O (stereo partly specified)
  .	1%	9%[10 µM]	.	3%	-8%[9.22 µM]	-1%	2%
- CC(=O)NC(CCS(C)(=O)=O)C(=O)Nc1nccs1 (stereo unspecified)
  9%	3%	1%	?	-5%	16%	-8%	-15%
- COc1ccccc1CNC(=O)Cn1ncc2c(C)n(Cc3ccccc3Cl)c(C)c2c1=O
  -15%	-2%	.	.	-7%	.	.	?
- c1ccc(-c2nnc3n2NC(c2ccc4c(c2)OCO4)S3)cc1 (stereo unspecified)
  -19%	6%	21%[10 µM]	?	-17%	-11%	1%	-5%
- CC(C)CCC(CCN1CCCC1)c1ccc2c(c1)OCO2 (stereo unspecified)
  .	5%	-22%[10 µM]	?	-10%	-3%[9.22 µM]	?	-15%
- CCCc1sc(N/N=C/c2ccccn2)nc1-c1ccc(Br)cc1
  -94%[inhibitor]	2%	-18%[10 µM]	2%	?	?	?	?
- O=C1Nc2ccccc2C12OC1CCCCC1O2 (stereo unspecified)
  -15%	7%	19%	?	-3%	7%	11%	3%
- Nc1c(C(=O)NCc2ccco2)sc2nc3c(cc12)C(=O)CCC3
  ?	1%	-1%[10 µM]	?	-19%	0%	-3%	?
- CCCCOC(=O)c1ccc(NC(=O)CSCc2n[nH]c(=O)[nH]2)cc1
  -2%	-3%	-20%	13µM*	-11%	-4%	6%	-7%
- CC(C)Sc1cc(N2CCOCC2)nc(-c2ccccc2)n1
  -5%	-10%	.	-4%	-15%	-5%	-6%	-8%
- CN(C)c1ccc2c3c(ccc(N(C)C)c13)COC2
  .	?	3%[10 µM]	-4%	-12%	0%[9.22 µM]	?	-13%
- CC1=C(C(=O)OC2CCCCCC2)C(c2cccc(F)c2F)CC(=O)N1 (stereo unspecified)
  0%	-7%	.	.	-10%	.	.	-8%
- COc1ccc(CCCC(=O)N/N=C/c2cccc(OC)c2O)cc1C
  -90%[inhibitor]	9%	.	-2%	?	-3%	3%	?
- CCn1cc(CN(C)C(=O)/C=C/c2ccc([N+](=O)[O-])cc2)c(C)n1
  -23%	3%	9%[10 µM]	2%	-2%	11%	-9%	-6%
- O=C(O)CCc1nn2c3ccccc3nc2n(-c2ccccc2)c1=O
  15%	2%	-6%	1%	1%	-2%	6%	3%
- CSc1cnn(Cc2ccccc2)c(=O)c1SCc1ccccc1
  9%	-1%	11%[10 µM]	?	-18%	?	-1%	?
- C=CCN1C(=Nc2ccccc2)SC/C1=C\C(=O)OC
  -6%	5%	11%	4%	-5%	-3%	-2%	-5%
- Cc1ccc2c(c1)N(CCCC(=O)NCCC1=CCCCC1)C(=O)CO2
  -15%	?	-4%[0.074 µM]	?	-14%	1%	1%	-11%
- CC1CC(CC(C)C(=O)Nc2nncs2)C(=O)O1 (stereo unspecified)
  -5%	2%	-1%	6%	-10%	1%	-3%	-3%
- C(#Cc1ccc(C#CCN2CCCC2)cc1)CN1CCCC1
  8%	-3%	5%[10 µM]	-12%	0%	-5%	-8%	-6%
- CC1CCN(S(=O)(=O)c2ccc3c(c2)N(CC(=O)NCc2ccccc2Cl)C(=O)CO3)CC1
  27%	-5%	.	.	-15%	.	.	2%
- O=C(NN1C(=O)c2cc(Br)ccc2NC1c1ccccc1Cl)c1ccncc1 (stereo unspecified)
  28%	-4%	.	?	-9%	-5%	1%	-2%
- CC(C)C(NC(=O)c1ccccc1)C(=O)NCc1ccccn1 (stereo unspecified)
  7%	3%	-2%[0.074 µM]	6%	3%	-24%	-4%	1%
- COc1cccc(NC(=O)Nc2ccc(Br)cn2)c1
  .	-7%	-13%[10 µM]	.	-18%	-10%[9.22 µM]	3%	-2%
- O=C(CSc1nc2c(sc3ccccc32)c(=O)n1CCCN1CCOCC1)NC1CCCC1
  -5%	-6%	-20%	0%	-13%	-10%	-5%	-8%
- COc1ccc(-c2cnnc(N/N=C/C(C)=C/c3ccccc3)n2)cc1
  -1%	-7%	14%[10 µM]	-4%	-10%	10%	7%	?
- COC(=O)C1=C(C)NC(C)=C(C(=O)OC)C1c1ccc2ccccc2n1
  2%	-2%	10%	-9%	-12%	24%	-26%	-11%
- O=C(Nc1ccc(F)cc1F)NC1CC(=O)N(Cc2ccccc2)C1 (stereo unspecified)
  -3%	-2%	16%[10 µM]	?	-2%	2%	4%	8%
- CCc1ccc(-n2c(C)cc(/C=N/NC(=O)OC)c2C)cc1
  3%[1.84 µM]	-4%	-2%[10 µM]	?	-26%	-20%	10µM*	?
- Cc1csc(SC(C)C(=O)NCC2CCCCC2)n1 (stereo unspecified)
  -41%[inhibitor]	-3%	-16%	6%	-7%	-4%	5%	-8%
- COc1cccc(NC(=O)C2CCN(S(=O)(=O)c3c(C)noc3C)CC2)c1
  -6%	-1%	.	.	-6%	.	.	-2%
- COc1ccc(-n2c(Cc3cccn3C)nnc2SCC(=O)N2CCC(C)CC2)cc1
  -2%	13%	3%	?	1%	-14%	-9%	-9%
- CC1CCN(C(=O)CSc2nnc(CNC(=O)COc3ccc(Cl)cc3)o2)CC1
  -15%	2%	11%	2%	-18%	3%[9.22 µM]	14%	-14%
- CCCOc1ccc(C2CC(=O)Nc3c2c(=O)n(C)c(=O)n3C)cc1OC (stereo unspecified)
  -11%	6%	.	.	1%	.	.	-3%
- CCOC(=O)c1ccc(NC2=CC(c3ccc(Br)cc3)N(c3ccc(C(=O)OCC)cc3)C2=O)cc1 (stereo unspecified)
  -2%	-1%	.	.	-4%	.	.	?
- Cc1nccn1S(=O)(=O)c1cc([N+](=O)[O-])ccc1Cl
  -54%[inhibitor]	2%	8%[10 µM]	?	5%	0%	6%	7%
- CC(C)CC1NC(=O)N(CCCCN2C(=O)c3ccccc3C2=O)C1=O (stereo unspecified)
  -3%	4%	10%	-10%	2%	12%	13%	4%
- C=CCOc1cccc(C2c3c(oc4ccccc4c3=O)C(=O)N2c2ccccn2)c1 (stereo unspecified)
  -10%	-9%	-11%	3%	-9%	-9%	5%	-9%
- CCOc1ccc(-c2nc(-c3cccnc3)no2)cc1
  1µM*	4%	-34%[10 µM]	2%	-9%	-9%	0%	-15%
- CCNC(=O)c1c(NC(=O)c2cc(=O)c3ccc(C)c(C)c3o2)sc2c1CCCC2
  0%	3%	.	.	-5%	.	.	-1%
- CCc1ccc(OCC(=O)NC(=S)Nc2ccc(C(C)=O)cc2)c(Br)c1
  -11%	-11%	-2%	6%	-9%	-1%	-2%	?
- O=C(CSc1nnnn1-c1ccc2c(c1)OCO2)NCc1cccs1
  21%	-4%	-10%[10 µM]	4%	-11%	?	4%	-2%
- COc1cc([N+](=O)[O-])ccc1NC(=O)NCc1ccco1
  -5%	-10%	-38%[inhibitor]	?	-8%	8%	0%	-17%
- O=C(OCC1OC2C(Oc3nc(=O)ccn32)C1O)c1ccccc1 (stereo unspecified)
  17%	4%	-17%[10 µM]	?	4%	8%	6%	2%
- O=c1[nH]c2cc3c(cc2cc1C(c1nnnn1CC1CCCO1)N1CCCC1)OCO3 (stereo unspecified)
  18%	-9%	-5%	?	-10%	?	?	-12%
- COc1ccc(S(=O)(=O)N(CC(=O)N2CCc3ccccc3C2)c2ccc(C)cc2)cc1
  -4%	4%	.	.	-14%	.	.	?
- CNC1(C)C2CCC(C2)C1(C)C (stereo unspecified)
  14%&13%	-1%&-8%	-10%	3%&-9%	-1%&-8%	17%	3%	-2%&-4%
